# ATG4B inhibitor: blocks human ATG4B protease cleavage of LC3 substrate | 340,000 tested, 0.51% active | inhibition, % at 8.33 µM | ATG4B cleavage of LC3-PLA2, NBD-HPC fluorescence, 1 h | AID 504462; in the data active means inhibition above about 40%
# APJ antagonist: antagonists of human APJ apelin receptor. P35414. CHO-K1 APJ beta-arrestin complementation, luminescence. inhibition, % at 20 µM. 330,000 tested, 0.32% active. AID 2521;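 active means inhibition above about 40% at 20 µM, limit read from the data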;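 further: cells challenged with 10 nM apelin-13 agonist together with compound; plate controls were apelin-13 plus DMSO wells for no effect and DMSO wells lacking apelin-13 for full effect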
# Target sequence (P35414 whole entry, looked up): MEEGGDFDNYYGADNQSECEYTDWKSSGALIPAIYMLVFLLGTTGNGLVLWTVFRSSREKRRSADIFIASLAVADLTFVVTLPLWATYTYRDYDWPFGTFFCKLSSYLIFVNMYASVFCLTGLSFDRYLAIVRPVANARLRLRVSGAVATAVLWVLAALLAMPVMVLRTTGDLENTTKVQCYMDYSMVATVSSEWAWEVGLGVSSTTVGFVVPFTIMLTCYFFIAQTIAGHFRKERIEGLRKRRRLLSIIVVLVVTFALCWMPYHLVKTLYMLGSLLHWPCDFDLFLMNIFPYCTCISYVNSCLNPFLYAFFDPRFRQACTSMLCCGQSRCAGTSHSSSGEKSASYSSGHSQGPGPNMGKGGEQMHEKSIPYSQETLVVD
# EBI2 block: blocks human EBI2 receptor beta-arrestin signaling. P32249. EBI2 beta-arrestin recruitment, luminescence, 7a,25-OHC stimulated. inhibition, % at 5 µM. 360,000 tested, 0.81% active. AID 651636; in the data active means inhibition above about 38%;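 further: enzyme fragment complementation signal reports receptor beta-arrestin coupling in cells; 0% = agonist plus DMSO wells and 100% = wells without agonist; some results beyond the cut were filed as inactive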
# Target sequence (P32249 whole entry, looked up, the tested form may be a part): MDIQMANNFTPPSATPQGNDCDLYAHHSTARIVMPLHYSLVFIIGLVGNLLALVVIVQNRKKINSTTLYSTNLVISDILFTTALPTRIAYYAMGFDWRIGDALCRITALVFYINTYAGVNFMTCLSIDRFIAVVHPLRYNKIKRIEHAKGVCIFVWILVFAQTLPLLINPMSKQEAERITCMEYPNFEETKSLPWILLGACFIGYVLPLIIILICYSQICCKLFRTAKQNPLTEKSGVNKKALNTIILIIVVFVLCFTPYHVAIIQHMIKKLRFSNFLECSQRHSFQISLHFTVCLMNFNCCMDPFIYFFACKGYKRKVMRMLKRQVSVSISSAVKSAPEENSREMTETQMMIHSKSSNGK
# CCR6 antagonist: CCR6 (human) receptor antagonism; P51684; CHO-K1 CCR6 PathHunter beta-arrestin, luminescence, CCL20-stimulated; inhibition, % at 20 µM; 340,000 tested, 0.49% active; AID 493098;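 active means compounds whose inhibition of the agonist-driven luminescence signal at 20 µM reaches about 50%, limit read from the data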;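 further: cells stimulated with CCL20 at 14 nM final; plate controls were DMSO with CCL20 for no effect and DMSO without agonist for full effect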
# Gli-Sufu block: antagonists of Gli-Sufu signaling; inhibition, % at 5 µM; 340,000 tested, 0.74% active; Sufu-KO-LIGHT fibroblasts, Gli luciferase reporter luminescence;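 active means inhibition above about 55%, limit read from the data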;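 further: 0% = DMSO-treated cells and 100% = wells with medium but no cells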
# CXCR6 block: CXCR6 (human) receptor inhibition. O00574. CHO-K1 PathHunter CXCR6 beta-arrestin, luminescence. inhibition, % at 20 µM. 360,000 tested, 0.36% active; in the data active means inhibition above about 34%, passing the limit was not always enough;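 further: antagonist mode with CXCL16 agonist at 10 nM final; 0% = 10 nM CXCL16 with DMSO and 100% = unstimulated wells without agonist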
# UBC13 inh: human UBC13 polyubiquitination inhibition; UBC13 polyubiquitin chain formation, TR-FRET; inhibition, % at 20 µM; 330,000 tested, 0.47% active; AID 485273; in the data active means inhibition above about 45%, passing the limit was not always enough
# Target sequence (P61088 whole entry, looked up): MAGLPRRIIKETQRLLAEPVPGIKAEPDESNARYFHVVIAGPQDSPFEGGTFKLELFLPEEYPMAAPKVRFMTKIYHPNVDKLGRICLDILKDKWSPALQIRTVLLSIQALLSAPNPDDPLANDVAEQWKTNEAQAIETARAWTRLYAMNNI
# APJ agonist: activates the human apelin receptor APJ; CHO-K1 APJ PathHunter beta-arrestin, luminescence; 0% DMSO wells, 100% apelin; 330,000 tested, 0.11% active; activation, % at 20 µM; P35414;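 active means activation more than six SD over the plate average, tested at 20 µM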;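 further: 0% = DMSO alone and 100% = apelin-13 at 10 nM; some results filed as inactive read as strong as hits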
#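 Incubation: overnight seeding, 90 min compound at 25 °C, 1 h detection; test system: PathHunter CHO-K1 APJ (AGTRL-1) beta-arrestin reporter cells; amount: 1000 cells/well; doses: one dose, 20 µM compound, 1% DMSO; measured by: beta-gal luminescence; measure: agonist-driven arrestin binding to APJ; benchmarks: negative DMSO alone, positive Apelin-13 at 10 nM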
# * marks the source's active call; other numbers are inactive results; nt = no result given.
mol	ATG4B inhibitor	APJ antagonist	EBI2 block	CCR6 antagonist	Gli-Sufu block	CXCR6 block	UBC13 inh	APJ agonist
CCC(C)(C)NC(=O)C(c1ccccc1F)N(Cc1ccco1)C(=O)Cn1nnc2ccccc21 (configuration not stated)	-11.9	13.4	-19.9	10.4	4.5	7.0	-1.4	-4.9
CCOC(=O)C1=C(C)c2ccccc2N(C(=O)OC)C1(C)C(=O)OCC (configuration not stated)	-9.4	nt	1.1	19.0	2.4	-3.3	nt	nt
COCC(=O)NCCc1nc2ccccc2[nH]1	-10.9	15.0	0.1	6.5	-3.5	4.7	-210.4	-4.4
CC(=O)c1cc(C#N)c(N2CCN(c3ccccc3)CC2)nc1C	-12.0	-25.5	13.0	13.0	-7.0	-8.8	43.5	-2.5
CC1(C)Cc2c(sc(NC(=O)c3ccc4ncsc4c3)c2C(N)=O)C(C)(C)N1	-13.9	1.4	-4.6	23.6	-23.4	-12.9	4.4	-1.8
COc1ccccc1NC(=O)c1ccc(S(=O)(=O)NCc2ccco2)cc1	-10.3	9.4	-5.9	4.7	-17.5	6.6	3.2	-1.0
c1ccc(-c2nc(N3CCCC3)nc3ccccc23)cc1	24.7	1.2	-0.5	10.9	-7.8	-11.7	13.3	-1.8
CC(NC(=O)C1CCC(CNc2c(N3CCOCC3)c(=O)c2=O)CC1)c1ccccc1 (configuration not stated)	-4.8	-18.1	-11.6	-7.2	-5.6	0.3	1.6	-4.8
O=C1c2cc([N+](=O)[O-])ccc2-c2cc(Cl)c(NC(=O)C(F)(F)F)cc21	4.8	nt	-16.5	38.0	-13.6	18.2	nt	nt
CCOC(=O)CSc1nc(C(C)C)nc2sc(C)c(C)c12	61.8*	12.2	15.6	16.9	7.5	-2.2	2.5	0.7
CC(=O)c1ccc(C(=O)N2CCCC(CO)(Cc3ccccc3C)C2)s1 (configuration not stated)	-7.3	13.3	-1.7	1.1	0.9	-7.9	-4.4	6.1
Clc1ccccc1-c1nc2nc3ccccc3nc2n1-c1ccc2c(c1)OCO2	-1.6	-2.6	-15.9	18.1	9.1	13.9	23.8	0.7
CSc1ccc(S(=O)(=O)NCC(=O)OCC(=O)N(C)Cc2ccccc2)cc1[N+](=O)[O-]	-2.0	3.7	3.8	-8.0	-3.3	-7.6	-4.8	-2.5
O=C(NCCCCCCNC(=O)c1ccncc1)c1ccncc1	2.4	-12.7	-7.1	-8.5	-23.2	-2.6	-0.1	-2.8
O=C1CC(=O)C(n2cncn2)C(c2ccc(Cl)cc2Cl)C1 (configuration not stated)	6.7	-4.4	1.4	-5.0	0.3	-1.0	-7.7	-1.3
Nc1c(C(=O)N/N=C/c2ccc(F)cc2)oc2nc(-c3ccccc3)cc(-c3ccco3)c12	-4.8	-2.4	-0.1	2.7	3.9	1.7	-19.0	0.4
Cc1nc(Nc2ccc(C(=O)O)cc2)nc(Nc2ccc(C(=O)O)cc2)c1[N+](=O)[O-]	-2.8	15.4	6.1	6.4	-1.4	0.0	-4.8	-3.7
COc1ccc(NC(=O)c2ccc(S(=O)(=O)N3CCCCC3)cc2)c(OC)c1	1.4	13.7	5.9	15.8	14.1	8.3	-0.6	-0.9
Cc1ccc(Nc2nc(N)c3ccccc3n2)cc1Cl	-4.8	-6.9	-12.5	-5.3	-58.0	-4.2	32.9	-0.6
O=C(NCCCN1CCCCC1)C1CC(=O)N(CCc2ccccc2)C1 (configuration not stated)	1.6	4.0	5.0	17.0	nt	1.9	2.1	-0.9
O=C(O)c1cc(N2C(=O)C3CC=CCC3C2=O)ccc1NCc1cccnc1 (configuration not stated)	0.4	-10.1	-2.6	4.5	1.6	-0.4	3.4	-2.6
CCN(Cc1ccccc1)S(=O)(=O)c1ccc(C(=O)Nc2nnc(C3CC3)o2)cc1	-3.6	15.8	1.4	27.1	12.5	7.7	-22.0	-3.4
Cn1c(SCC(=O)NCc2cccs2)nnc1-c1ccc(O)cc1	2.2	-7.4	-1.1	1.7	-4.6	0.7	4.5	-1.0
Cn1c(C(=O)NCCCN2CCN(c3cccc(Cl)c3)CC2)cc2c(=O)n(C)c3ccccc3c21	-8.8	14.5	2.3	1.0	9.8	5.2	49.9*	-2.5
Cc1cnc(C(=O)Nc2ccccc2C(=O)N2CCOCC2)cn1	-10.3	-8.8	1.8	-1.3	-14.2	-2.4	-16.9	4.3

# More results follow.
mol	ATG4B inhibitor	APJ antagonist	EBI2 block	CCR6 antagonist	Gli-Sufu block	CXCR6 block	UBC13 inh	APJ agonist
COc1ccc(NC(=O)COc2nsnc2N2CCOCC2)c(OC)c1	2.0	-17.1	0.7	-6.3	-47.0	0.2	-7.4	2.3
N#Cc1c(N)sc2c1CCN(C(=O)OCc1ccccc1)C2	-6.4	12.0	-1.8	10.3	-11.3	-4.1	-14.0	-0.3
COc1ccc(CNc2nc3nc(-c4ccccc4)cc(=O)n3[nH]2)cc1OC	-0.1	9.6	13.4	-0.8	-4.0	-0.1	7.9	-0.1
CN(C(=O)C1CCCN1S(=O)(=O)c1ccc(Cl)cc1)c1ccccc1 (configuration not stated)	-3.6	8.5	3.6	5.3	-5.9	3.5	9.6	-1.1
COc1ccnc(CS(=O)c2nc3cc(C(O)(F)F)ccc3[nH]2)c1OC (configuration not stated)	11.5	4.5	2.5	10.0	nt	-5.5	-2.3	-4.6
O=C(CCCOc1ccc(Cl)cc1)NCC1CCCO1 (configuration not stated)	-10.5	17.1	4.1	6.4	2.0	3.1	-6.2	-1.8
COc1cc2[nH]c3c(OC)ncnc3c2cc1OC	9.0	11.7	-0.8	-11.3	-9.9	0.9	8.8	-0.3
NC(N)=N/N=C/c1ccccc1	6.8	-1.5	-2.7	-3.2	5.1	2.4	2.2	-3.7
O=C(CSCc1c(Cl)cccc1Cl)NCC1CCCO1 (configuration not stated)	-8.8	-1.6	-6.3	0.3	1.8	-3.3	10.9	-6.4
CCN(CC)S(=O)(=O)c1ccc(NC(=O)C(OC)c2ccccc2)cc1 (configuration not stated)	-9.3	3.6	-10.8	-3.2	0.7	3.8	-7.7	-4.2
COc1ccc(-c2cc(C(=O)Nc3cc(C)nn3-c3ccccc3)no2)cc1	-4.7	-21.5	7.8	-2.5	8.9	5.3	10.5	1.0
CCN(CC(=O)NCc1ccc(F)cc1)Cc1cc(=O)n2ccsc2n1	-6.4	0.1	1.2	7.3	-19.8	6.5	8.1	-4.4
C=C1CCN(CC(=O)OC)S(=O)(=O)c2ccccc21	4.0	8.4	-3.3	12.2	2.5	-0.5	7.8	3.8
COc1cccc(-c2sc3ccc(OC)cc3c2-c2ccc(OCCN3CCCCC3)cc2)c1	-5.3	nt	-10.9	39.6	9.1	-2.6	nt	nt
COc1ccccc1-c1nnc(SCc2ccccn2)n1C	-2.4	6.9	-12.9	5.3	0.2	-10.0	1.1	0.2
Cc1cccc(N(CC(O)CN2CCCC2)S(=O)(=O)c2ccccc2)c1 (configuration not stated)	-11.5	0.7	-2.3	14.2	-2.2	4.6	5.4	-2.3
COc1ccc(OC)c(-c2csc(N(C)C(=O)c3ccco3)n2)c1	4.8	14.7	2.0	16.2	12.0	2.3	8.1	-2.6
C/C(O)=C(\C#N)c1nnc2n1CCCCC2	0.9	2.2	-7.4	3.3	1.5	-3.3	6.1	-0.4
O=C(CCNc1n[nH]c(=O)[nH]c1=O)N1CCOCC1	-4.3	2.1	-6.0	-11.8	-0.6	-7.0	2.7	-1.5
CCC(C)NS(=O)(=O)c1ccc(OCC(=O)NCc2cccnc2)cc1 (configuration not stated)	-9.5	8.6	-11.5	0.9	0.5	3.1	2.2	1.3
O=C(CSc1nc2cc(Cl)ccc2o1)NC1CC1	-2.2	-2.3	-10.7	-6.0	-6.7	-2.0	9.1	-0.1
COc1ccccc1OCC#CCNC1CCCCC1C (configuration not stated)	-8.5	14.6	7.3	5.0	7.3	10.1	-7.2	-1.7
Cc1nnc(SCc2cccc(CSc3nnc(C)s3)c2)s1	-11.5	3.7	9.0	1.7	-32.0	7.7	-1.3	-3.9
O=c1c2ccccc2nc(SCCN2CCCCC2)n1CCc1ccccc1	19.4	6.7	-12.9	10.1	23.9	0.0	12.2	-2.0
O=C(CSc1ccc2c(c1)OCCO2)Nc1ccc(N2CCOCC2)cc1	-19.2	5.5	8.7	-12.7	-6.1	0.3	13.5	-4.2

# Some of these compounds in order of length of the SMILES, highest first.
mol	ATG4B inhibitor	APJ antagonist	EBI2 block	CCR6 antagonist	Gli-Sufu block	CXCR6 block	UBC13 inh	APJ agonist
COc1ccc(CNc2nc3nc(-c4ccccc4)cc(=O)n3[nH]2)cc1OC	-0.1	9.6	13.4	-0.8	-4.0	-0.1	7.9	-0.1
COc1ccnc(CS(=O)c2nc3cc(C(O)(F)F)ccc3[nH]2)c1OC (configuration not stated)	11.5	4.5	2.5	10.0	nt	-5.5	-2.3	-4.6
CCC(C)NS(=O)(=O)c1ccc(OCC(=O)NCc2cccnc2)cc1 (configuration not stated)	-9.5	8.6	-11.5	0.9	0.5	3.1	2.2	1.3
O=C(CSc1ccc2c(c1)OCCO2)Nc1ccc(N2CCOCC2)cc1	-19.2	5.5	8.7	-12.7	-6.1	0.3	13.5	-4.2
O=C(CSCc1c(Cl)cccc1Cl)NCC1CCCO1 (configuration not stated)	-8.8	-1.6	-6.3	0.3	1.8	-3.3	10.9	-6.4

# Carrying on:
mol	ATG4B inhibitor	APJ antagonist	EBI2 block	CCR6 antagonist	Gli-Sufu block	CXCR6 block	UBC13 inh	APJ agonist
CC(=O)Nc1ccccc1OCC(=O)c1ccc2c(c1)OCO2	-2.2	5.5	-19.5	1.8	-103.2	-3.9	3.4	-3.4
Cn1[nH]c(=O)c2ccccc2c1=O	0.3	0.6	-12.5	3.7	-0.4	-12.8	4.2	-4.0
O=C(O)c1cccc(Nc2nc(Nc3ccccc3)nc(N3CCCC3)n2)c1	14.9	-38.4	6.5	14.0	-0.7	1.6	-8.4	-6.1
CC(Oc1cccc(Cl)c1)C(=O)N1CCCN(C)CC1 (configuration not stated)	3.1	-32.4	-2.6	0.1	6.0	-0.2	-3.6	0.0
CCN(C(=O)COC(=O)c1ccc(O)cc1)c1cccc2ccccc12	-2.7	7.3	2.0	12.9	-0.9	1.1	-10.1	-2.6
Cn1nc(Oc2nc(N3CCOCC3)nc(N3CCOCC3)n2)ccc1=O	-1.0	12.2	-15.8	-16.8	1.8	-2.2	2.6	-3.0
CCOc1ccc(CCNC(=O)c2cc3c(s2)CS(=O)(=O)C3)cc1OCC	2.4	8.7	-1.1	-2.1	-0.1	-3.8	-4.1	-3.1
O=C(Nc1ccccc1N1CCOCC1)c1ccc([N+](=O)[O-])o1	2.9	-136.4	-28.6	1.1	-9.3	-8.3	-9.0	11.3
Fc1ccc(CSc2nnc(-c3cccs3)o2)cc1	-4.2	1.8	-33.1	11.3	-5.2	-2.2	2.4	-2.7
CN1CCN(c2ccccc2NC(=O)Cn2ncc3c([nH]c4ccccc43)c2=O)CC1	-5.3	11.0	-3.6	35.5	-13.1	6.3	5.6	7.4
Cc1onc(-c2ccccc2)c1C(=O)OCC(=O)Nc1cccc(Cl)c1	9.3	-16.7	-4.6	14.6	11.1	-5.9	3.6	-0.6
CCOC(=O)c1c(C)c(C(=O)Nc2cc(OC)ccc2OC)c(C)n1CC	-2.1	nt	-0.5	14.9	0.1	1.8	nt	nt
COc1ccc(N(CC(=O)NC2CCCC2)C(=O)Cn2nnc(-c3ccc(C)o3)n2)c(OC)c1	-7.3	11.0	0.7	10.3	8.1	10.4	5.4	-1.4
CCOc1ncccc1C(=O)N(CC)CC(=O)NCc1ccc(Cl)cc1	-4.1	3.9	7.4	8.7	3.8	-22.4	1.0	2.6
